SIAE primary – blocks human sialic acid acetylesterase; Q9HAT2; SIAE FP-Rh probe binding, fluorescence polarization; inhibition, % at 9.66 µM; hit rate 0.69% among 370,000;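 active = inhibition above a cutoff: mean of compounds within the control limits plus 3 SD of those, cut at about 17% in these data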;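 note: 0% = plate median of compound wells and 100% = probe without SIAE protein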
TDP2 absorb – TDP2 (human) inhibition, absorbance primary screen; hit rate 0.34% among 370,000; recombinant TDP2, T5PNP hydrolysis, p-nitrophenol absorbance 415 nm; O95551; inhibition, % at 12.8 µM; AID 720702;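 active = inhibition above the mean of all tested compounds plus 3 SD, set per campaign, cut at about 25% in these data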;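 note: 0% = DMSO with enzyme and 100% = buffer with substrate but no TDP2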
Target sequence (O95551 whole entry, looked up): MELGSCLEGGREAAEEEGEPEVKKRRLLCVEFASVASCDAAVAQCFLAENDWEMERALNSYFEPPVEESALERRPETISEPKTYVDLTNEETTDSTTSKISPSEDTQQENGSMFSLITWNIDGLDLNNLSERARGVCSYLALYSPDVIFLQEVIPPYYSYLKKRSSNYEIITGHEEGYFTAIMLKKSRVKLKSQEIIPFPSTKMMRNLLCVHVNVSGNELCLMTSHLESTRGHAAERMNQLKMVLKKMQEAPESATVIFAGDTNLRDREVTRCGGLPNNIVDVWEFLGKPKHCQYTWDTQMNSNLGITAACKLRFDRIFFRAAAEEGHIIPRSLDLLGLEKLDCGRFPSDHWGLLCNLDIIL
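Assay system: recombinant human TDP2 / Reagent: T5PNP substrate at 5 mM, a TopII-DNA adduct mimic / Measured by: epi absorbance from released p-nitrophenol / Evaluation: % inhibition relative to enzyme-containing and enzyme-free wells / Control set: enzyme-free and DMSO wells / Replicates: each compound tested once, singlicate / Schedule: enzyme reaction with compound for 2 h at 37 °C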
rCAG binder – r(CAG) repeat RNA binding; TO-PRO-1 dye displacement fluorescence; inhibition, % at 3 µM; hit rate 1.3% among 370,000; AID 651821;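 active = inhibition above the plate cutoff, the mean of all test compounds on that plate plus 3 SD, cut at about 35% in these data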;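 note: 0% = DMSO alone and 100% = 100 µM mitoxantrone as full dye displacement; higher means more dye released from RNA so lower well fluorescence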
TCR CD3 inh – human TCR-CD3 binding inhibition; inhibition, % at 9.4 µM; hit rate 0.37% among 360,000; TAMRA-labeled TCR probe fluorescence, biochemical; in the data active = inhibition above about 19%;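 note: recombinant mutant TCR 2C K166C tagged with TAMRA read by polarization; 0% = receptor in buffer alone and 100% = receptor with positive control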
PG9 binder – PG9 antibody binding by small molecule | TR-FRET gp120-PG9 antibody binding | inhibition, % at 6.7 µM | hit rate 0.43% among 360,000; in the data active = inhibition above about 8.5%
PRMT1 FP inh – blocks human protein arginine methyltransferase 1 | recombinant PRMT1, activity-based probe fluorescence polarization | hit rate 1.3% among 370,000 | Q99873 | inhibition, % at 2.79 µM;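 active = inhibition above about 21% made by adding two undisclosed values, limit read from the data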
Rev-erbA mod – modulators of human Rev-erb alpha DNA binding; P20393; Rev-erbα–FITC-DNA binding, fluorescence polarization, 90 min; activity, % at 10 µM; hit rate 0.79% among 370,000;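 active = activity above about 14%, limit read from the data; passing the limit was not always enough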;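 note: 0% = DMSO wells with 35 nM protein and 100% = DMSO wells with 750 nM protein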
LEDGF integ inh – blocks HIV-1 LEDGF/p75-dependent DNA integration | inhibition, % at 3.7 µM | AID 743269 | hit rate 0.64% among 370,000 | TR-FRET IN-LEDGF/p75 DNA integration, Eu/Cy5;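 active = inhibition above the screen-wide mean plus 3 SD, cut at about 13% in these data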;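 note: signal is the Cy5 over europium emission ratio at 671 and 618 nm; 0% = plate median of compound wells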
HTRA1 inh – HTRA1 (human) protease inhibition | hit rate 0.5% among 340,000 | recombinant HTRA1, FP-rhodamine activity-based probe, fluorescence polarization | inhibition, % at 5.96 µM | AID 504803; in the data active = inhibition above about 36%;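 note: 0% = enzyme with DMSO and 100% = wells lacking enzyme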
mABHD4 FP – ABHD4 (mouse) inhibition, primary FP screen; purified mABHD4, FP-Rh probe fluorescence polarization; hit rate 0.54% among 370,000; Q8VD66; inhibition, % at 8.92 µM;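 active = inhibition exceeding the mean over every tested compound plus 3 SD, cut at about 30% in these data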;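 note: 0% = plate median of compound wells and 100% = S159A mutant with DMSO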
Target sequence (Q8VD66 whole entry, looked up): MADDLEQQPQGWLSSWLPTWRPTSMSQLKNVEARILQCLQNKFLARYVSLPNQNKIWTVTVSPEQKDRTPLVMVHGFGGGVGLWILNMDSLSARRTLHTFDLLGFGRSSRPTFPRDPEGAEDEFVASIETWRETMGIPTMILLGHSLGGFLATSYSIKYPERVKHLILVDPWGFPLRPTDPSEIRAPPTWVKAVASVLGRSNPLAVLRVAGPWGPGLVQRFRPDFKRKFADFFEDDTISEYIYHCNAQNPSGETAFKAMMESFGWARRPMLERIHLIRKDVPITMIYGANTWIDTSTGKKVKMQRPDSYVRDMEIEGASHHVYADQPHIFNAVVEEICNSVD
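Assay system: mABHD4 protein; medium: HEPES pH 7.0, NaCl, Pluronic buffer; dosing: 8.92 µM, single dose; schedule: 45 min + 60 min at 25 °C; signal: FP readout, ex 525 nm / em 598 nm; read-out: normalized percent inhibition of probe labeling; repeats: single replicate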
Active calls of the source: *; . = not tested or not shown.

| cpd | molecule | SIAE primary | TDP2 absorb | rCAG binder | TCR CD3 inh | PG9 binder | PRMT1 FP inh | Rev-erbA mod | LEDGF integ inh | HTRA1 inh | mABHD4 FP |
| --- | --- | --- | --- | --- | --- | --- | --- | --- | --- | --- | --- |
| 1 | CCOP(=O)(OCC)/C(C#N)=C/c1ccoc1 | 4 | -18 | 6 | -3 | 1.7 | 15 | -3 | 10 | 7 | 10 |
| 2 | CCOC(=O)c1c(C)n(CCOC)c2ccc(O)cc12 | 4 | -9 | 2 | 5 | -1.6 | 0 | 2 | -1 | -7 | 8 |
| 3 | CC/C(=N\NC(=O)c1ccccc1)c1c(O)n(C2CCCCC2)c(=O)[nH]c1=O | 18* | 16 | 20 | 20* | 0.8 | 13 | 4 | 3 | 1 | 0 |
| 4 | COc1cc(/C=C2\C(=O)NC(=O)N(CCc3ccc(F)cc3)C2=O)ccc1O | -9 | 4 | 43* | -9 | -2.0 | 24* | -4 | -1 | -12 | 3 |
| 5 | c1ccc2c(CN3CCCCC3)c[nH]c2c1 | 6 | -7 | 0 | -9 | 2.8 | 3 | 4 | 1 | 11 | 3 |
| 6 | CC(NC1CCCCC1)C(O)C12CC3CC(CC(C3)C1)C2 (stereo not given) | -6 | -2 | 9 | -5 | 0.1 | 1 | -1 | 0 | 9 | -2 |
| 7 | CC12CCC3C(CCC4(O)CC(O)CCC34C=NO)C1(O)CCC2C1=COC(=O)C1 (stereo not given) | -1 | -4 | 3 | -9 | 1.3 | 3 | -1 | 2 | 3 | -1 |
| 8 | Cc1cc(C=C2C(=O)N(C)C(=S)N(C)C2=O)c(C)n1C1CCCC1 | -17 | -17 | 18 | -13 | -3.7 | 4 | 4 | 5 | -6 | -7 |
| 9 | COc1ccc(N2CCN(CCCN)CC2)cc1 | 6 | 4 | -8 | -3 | -0.4 | -3 | 2 | 3 | -5 | 6 |
| 10 | O=C(O)c1ccc([N+](=O)[O-])c([N+](=O)[O-])c1 | 0 | 0 | 3 | 5 | 0.5 | 4 | -9 | 7 | -2 | 8 |
| 11 | COc1ccc(-c2ccc3n2Cc2cnnn2-c2ccccc2-3)cc1 | 7 | 7 | 3 | -3 | 0.8 | 3 | 2 | -4 | -3 | 5 |
| 12 | O=c1[nH]c2ccccc2n1C1CCN(C(c2ccnc3ccccc23)c2nnnn2Cc2ccccc2)CC1 (stereo not given) | -3 | 5 | 11 | -3 | -2.1 | 1 | 4 | -2 | . | -3 |
| 13 | CCOc1ccc(N=Cc2c(O)n(-c3ccc(C)c(C)c3)c(=O)[nH]c2=O)cc1 | 0 | -5 | 0 | 2 | -0.9 | -1 | 0 | 1 | . | 6 |
| 14 | COc1ccc(C)cc1NC(=O)c1c(C)nn(Cc2ccccc2)c1Cl | -4 | 8 | -4 | 3 | -1.5 | 1 | 2 | -1 | -42 | -15 |
| 15 | Cc1cc(OCc2nn[nH]n2)c2c3c(c(=O)oc2c1)CCCC3 | -1 | -4 | 15 | 1 | 0.7 | -1 | -6 | 3 | -2 | -1 |
| 16 | C=CCN1C(=O)/C(=C/c2cccs2)C(=O)NC1=S | -51 | -9 | 9 | -46 | -3.2 | 4 | -1 | 2 | -8 | -70 |
| 17 | CCC12CN3CC(CC)(CN(C1)C3c1cccnc1)C2=O (stereo not given) | -3 | 1 | -1 | 4 | 0.7 | 1 | 3 | 1 | 6 | -2 |
| 18 | Nc1ccc2c(c1)Cc1ccccc1-2 | 3 | 0 | 3 | -3 | -4.1 | 1 | 0 | -4 | -1 | 1 |
| 19 | O=C(c1cccs1)C1CN2CCC1CC2 (stereo not given) | -4 | -4 | 2 | 5 | -1.0 | -5 | -3 | 5 | 6 | -6 |
| 20 | CN1c2ccc([N+](=O)[O-])cc2CC2(C(=O)NC(=O)NC2=O)C1c1ccccc1 (stereo not given) | -6 | -3 | 2 | 3 | -2.4 | 1 | 1 | 0 | 1 | -4 |
| 21 | Cc1[nH]c2c(C(F)(F)F)cccc2c1CCN | -5 | 5 | 2 | -11 | -0.2 | 2 | 2 | 1 | 5 | -2 |
| 22 | O=C(CNC(=O)c1ccccc1)Nc1ccc(Br)cc1C(=O)c1ccccc1 | -3 | -6 | 0 | 4 | -0.1 | -2 | 0 | -2 | -20 | 9 |
| 23 | CN1C(=O)C(C2c3ccccc3C(=O)N2Cc2ccccc2)C(=O)N(C)C1=O (stereo not given) | 2 | -6 | -1 | 5 | -3.1 | 0 | 5 | 2 | 7 | 6 |
| 24 | Cc1ccc(NC2=NCCCS2)c(C)c1C | -3 | -2 | 0 | 1 | -0.4 | 1 | 5 | 2 | 12 | 5 |

Compounds from the list above with an NH in an aromatic ring:
| cpd | molecule | SIAE primary | TDP2 absorb | rCAG binder | TCR CD3 inh | PG9 binder | PRMT1 FP inh | Rev-erbA mod | LEDGF integ inh | HTRA1 inh | mABHD4 FP |
| --- | --- | --- | --- | --- | --- | --- | --- | --- | --- | --- | --- |
| 3 | CC/C(=N\NC(=O)c1ccccc1)c1c(O)n(C2CCCCC2)c(=O)[nH]c1=O | 18* | 16 | 20 | 20* | 0.8 | 13 | 4 | 3 | 1 | 0 |
| 5 | c1ccc2c(CN3CCCCC3)c[nH]c2c1 | 6 | -7 | 0 | -9 | 2.8 | 3 | 4 | 1 | 11 | 3 |
| 12 | O=c1[nH]c2ccccc2n1C1CCN(C(c2ccnc3ccccc23)c2nnnn2Cc2ccccc2)CC1 (stereo not given) | -3 | 5 | 11 | -3 | -2.1 | 1 | 4 | -2 | . | -3 |
| 13 | CCOc1ccc(N=Cc2c(O)n(-c3ccc(C)c(C)c3)c(=O)[nH]c2=O)cc1 | 0 | -5 | 0 | 2 | -0.9 | -1 | 0 | 1 | . | 6 |
| 15 | Cc1cc(OCc2nn[nH]n2)c2c3c(c(=O)oc2c1)CCCC3 | -1 | -4 | 15 | 1 | 0.7 | -1 | -6 | 3 | -2 | -1 |
| 21 | Cc1[nH]c2c(C(F)(F)F)cccc2c1CCN | -5 | 5 | 2 | -11 | -0.2 | 2 | 2 | 1 | 5 | -2 |

Only part of the results is shown, so the mix of outcomes need not match the whole.
